EWS-Fli inh – blocks EWS/Fli oncoprotein-driven transcription; A673 NR0B1-luciferase reporter, viability-normalised; inhibition, % at 12.6 µM; 350,000 tested, 0.67% active; AID 651661;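 active = mean inhibition of at least 50% after viability correction, with every replicate also passing that limit; inconclusive = mean reaches 50% but only one of two replicates passes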;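 note: firefly luciferase signal divided by Alamar Blue viability fluorescence both relative to DMSO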
CASP6 VEID inh – inhibitors of human caspase-6 | purified caspase-6, Z-VEID-R110 cleavage fluorescence | inhibition, % at 12.5 µM | 350,000 tested, 0.53% active;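 active = mean inhibition across replicates at least about 35%, with every replicate also reaching that limit, limit read from the data; inconclusive = only one of the two criteria met; inactive = neither criterion met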;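 note: 0% = median of neutral control wells and 100% = no fluorescence left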
Target sequence (P55212 24-179 limits assumed): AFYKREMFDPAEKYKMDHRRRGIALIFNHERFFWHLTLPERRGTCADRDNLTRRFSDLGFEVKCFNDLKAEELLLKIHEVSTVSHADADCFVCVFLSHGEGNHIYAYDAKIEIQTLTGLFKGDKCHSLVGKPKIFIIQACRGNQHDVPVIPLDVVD
Target sequence (P55212 194-293 limits assumed): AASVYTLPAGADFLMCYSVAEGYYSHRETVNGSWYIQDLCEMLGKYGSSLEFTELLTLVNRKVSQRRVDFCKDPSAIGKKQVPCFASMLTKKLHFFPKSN
SIRT5 inh – inhibitors of human sirtuin-5 desuccinylase | inhibition, % at 15 µM | Purified SirT5, succinyl-peptide AMC, trypsin-coupled fluorescence | 330,000 tested, 1.1% active; in the data active = inhibition above about 15%; inconclusive = no clear call, values can overlap the other calls
Target sequence (Q9NXA8 whole entry, looked up): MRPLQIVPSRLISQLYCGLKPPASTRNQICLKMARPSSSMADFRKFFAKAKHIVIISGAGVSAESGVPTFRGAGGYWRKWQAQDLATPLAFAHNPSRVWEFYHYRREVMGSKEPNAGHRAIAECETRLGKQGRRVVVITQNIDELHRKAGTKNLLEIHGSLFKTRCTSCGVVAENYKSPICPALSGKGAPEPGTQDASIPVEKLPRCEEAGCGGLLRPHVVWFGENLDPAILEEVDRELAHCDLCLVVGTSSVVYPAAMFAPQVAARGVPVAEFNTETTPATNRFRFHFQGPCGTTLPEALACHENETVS
ARNT TACC3 PPI – disrupts binding between human ARNT and TACC3; inhibition, % at 9.99 µM; 390,000 tested, 0.66% active; Q9Y6A5; AID 623870; AlphaScreen His-ARNT PAS-B/GST-TACC3 binding, luminescence; TACC3 fragment carries E629A point mutation;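 active = mean inhibition of replicates at least 50% and at least half of replicates each reaching 50%; inconclusive = half or more replicates reach 50% but mean below 50%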;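 note: 0% = complete ARNT plus TACC3 wells and 100% = ARNT alone without TACC3; many hits fall short of the cut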
PAX8 inh HTS – PAX8 transcriptional activity inhibition. RMG-I TPO-luciferase reporter, SteadyGlo, 24 h. inhibition, % at 12.6 µM. 360,000 tested, 1.2% active. AID 652154;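 active = mean replicate inhibition at least 60% with every replicate also reaching 60%; inconclusive = only one of the two criteria is met; inactive = mean below 60% and not all replicates reaching 60%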;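 note: luciferase light reporting Pax8 driven TPO promoter activity; plate controls were median of neutral control wells for no effect and mitoxantrone controls for full effect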
LGR2 inh – Drosophila LGR2 receptor signaling inhibition; HEK293 LGR2, CRE-luciferase, bursicon-stimulated, 4 h; inhibition, % at 9.99 µM; 380,000 tested, 0.35% active; AID 720647;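 active = drop in luminescence signal, shown as inhibition above about 50% in the replicate tests, limit read from the data, passing the limit was not always enough; inconclusive = probably only some replicates passing the limit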;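 note: agonist challenge used bursicon conditioned medium at about half maximal strength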
DENV2 CPE – inhibitors of DENV2 cytopathic effect. DENV2-infected cells, cytopathic effect rescue, plate reader. CPE inhibition, % at 9.99 µM. 350,000 tested, 1.7% active. AID 651640; in the data active = CPE inhibition above about 20%, passing the limit was not always enough; inconclusive = no clear call, values can overlap the other calls; tested in BHK-21 cells;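 note: 0% = median of neutral control wells and 100% = median of positive control wells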
* hit, by the source's call; ? = inconclusive; · = not tested or not shown.

SMILES	EWS-Fli inh	CASP6 VEID inh	SIRT5 inh	ARNT TACC3 PPI	PAX8 inh HTS	LGR2 inh	DENV2 CPE
CCN1C(=O)[C@H]2[C@@H](c3ccc(C)cc3)N3C(=O)N(c4cccc(F)c4)C(=O)[C@@]3(CC)[C@H]2C1=O	-9	12	·	-4	-1	9	·
CCn1cc(C(=O)N2CCN(c3ccccn3)CC2)c(=O)c2cc(S(=O)(=O)N3CCC(C)CC3)ccc21	5	2	7	0	24	-14	-2
CCc1ccc(NC(=O)CSc2n[nH]c(=O)n2C2CC2)cc1	-1	1	-5	-5	-6	1	3
CC(=O)c1ccc(Nc2nc(C(N)CCc3ccccc3)cs2)cc1 (stereo not given)	17	0	2	·	10	2	2
COc1cccc(S(=O)(=O)Nc2ccc3c(c2)C(=O)N(C)[C@H]2CC[C@@H](CC(=O)O)O[C@@H]2CO3)c1	-4	·	·	-6	-11	5	1
C[C@H](CO)N1C[C@H](C)[C@H](CN(C)C(=O)c2ccccc2)Oc2cc(-c3cccc(C#N)c3)ccc2S1(=O)=O	7	3	-2	-5	-1	-13	3
CO[C@@H]1CN(C)C(=O)c2cc(NC(=O)C3CC3)ccc2OC[C@@H](C)N(CCC(F)(F)F)C[C@@H]1C	-4	-2	3	0	7	5	-5
C[C@@H]1CN([C@H](C)CO)C(=O)c2cc(NC(=O)CCC(F)(F)F)ccc2O[C@@H]1CN(C)Cc1ccc(C(=O)Nc2ccccc2N)cc1	36	0	4	5	·	-15	19
COc1ccccc1NS(=O)(=O)c1cccc(C(=O)N/N=C(/C)c2ccc(-n3ccnc3)cc2)c1	-19	-3	·	-4	1	-11	-5
Brc1ccc([C@H]2CN3CCSC3=N2)cc1	-16	5	0	-1	-13	-14	8
COCCNC(=O)C1CC2Cn3c(nc4ccccc43)C2N1C (stereo not given)	-9	·	·	1	-20	3	·
COc1ccc(N2C(=O)CC(NNc3nc4ccccc4s3)C2=O)cc1 (stereo not given)	13	-6	-8	·	20	-8	-3
C[C@H](CO)N1C[C@H](C)[C@H](CN(C)C(=O)Cc2ccccc2)Oc2cc(C#Cc3ccccc3F)ccc2S1(=O)=O	0	-2	-2	0	-13	19	4
COc1cc(OC)cc(C(=O)NNC(=O)c2ccc(S(=O)(=O)N3CC(C)OC(C)C3)cc2)c1 (stereo not given)	4	-3	0	·	-9	-10	-3
CCOc1ccc(NC(=O)COc2ccc(C(=O)NCc3cccnc3)cc2OC)cc1	10	-1	-1	-4	5	-2	-12
CCCCCC[n+]1c(-c2ccc(Cl)cc2Cl)csc1Nc1ccccc1	·	·	·	17	-1	-40	·
O=C(NCCN1CCC(n2c(=O)[nH]c3ccccc32)CC1)c1ccc(F)cc1F	-9	1	-2	·	2	8	4
Cc1cc(C)n2nc(-c3ccc(Cl)cc3)cc2n1	-85	6	-4	-38	-138	-83	7
C[C@@H]1CN([C@@H](C)CO)C(=O)c2cc(NC(=O)c3ccncc3)ccc2O[C@@H](C)CCCCO[C@@H]1CN(C)Cc1ccc(C(=O)O)cc1	-17	1	-3	2	-12	22	-6
CC(=O)c1nn(-c2cccc(C(F)(F)F)c2)c(=O)[nH]c1=O	-4	0	1	-5	-11	1	7
CCOc1ccccc1NC(=O)C(=O)N/N=C/c1cc(Br)ccc1O	-3	0	-2	-3	15	7	-6
Cc1ccc(S(=O)(=O)N(C)C[C@@H]2OCCCC[C@@H](C)Oc3ccc(NC(=O)Nc4ccc(F)cc4)cc3C(=O)N([C@H](C)CO)C[C@@H]2C)cc1	-2	2	0	-5	-20	·	0
COCCN(C(=O)CC1CCCC1)c1c(N)n(CC(C)C)c(=O)[nH]c1=O	-2	1	-1	-11	-2	6	0
O=C(O)c1ccccc1CSC1=NCCS1	8	·	3	-10	-2	15	4
Cc1nc2ccccc2c(=O)n1NC(=O)/C=C/c1ccccc1	-4	3	-1	-8	-17	1	2
Cc1cc(NC(=O)CSCc2ccccc2C)no1	10	2	-3	8	3	11	-4
COc1ccc(NC(=O)CN2C(=O)NC(C)(c3ccc4c(c3)OCO4)C2=O)cc1S(N)(=O)=O (stereo not given)	-5	2	·	3	-13	22	11
COc1ccc(S(=O)(=O)Nc2ccc3c(c2)C(=O)N([C@@H](C)CO)C[C@H](C)[C@@H](CN(C)S(=O)(=O)c2ccc(F)cc2)OCCCC[C@H](C)O3)cc1	5	3	4	7	69*	-6	?
O=c1c(Cl)c(N2CCOCC2)cnn1-c1nc2ccccc2[nH]1	-51	0	-7	7	-58	-52	2
CCOC(=O)C1CN(S(C)(=O)=O)c2cc(CC(=O)OC)ccc2O1 (stereo not given)	-5	-2	-2	-5	4	·	5
CN=Cc1sc2ccccc2c1O	1	-2	-7	-4	·	-61	-5
COc1ccccc1N(C)S(=O)(=O)c1ccc(C(=O)Nc2ccncc2)cc1	18	-1	-1	-5	-2	0	5
Cc1cccc(Cn2cc3c(=O)n(Cc4cccc(F)c4)nc-3c3ccccc32)c1	0	-2	1	-7	-1	0	0
CC(=O)c1c(C)[nH]c(C(=O)OCC(=O)NNC(=O)c2ccc([N+](=O)[O-])cc2)c1C	1	-3	·	-1	-5	2	-12
CSc1ccc(CNCCN2CCOCC2)cc1	-5	-1	-1	-4	-13	1	·
O=C1CCCC/C1=C/NCc1ccccc1	·	·	·	-5	15	3	·
COc1cccc(-c2csc(N3CCN(C(=S)Nc4cccc(Cl)c4)CC3)n2)c1	-10	-1	-3	6	·	-34	-3
Cc1nn(CCCC(=O)NCc2ccc(Cl)cc2)c(C)c1[N+](=O)[O-]	·	·	·	1	-5	27	·
C[C@@H]1CCCCO[C@@H](CN(C)C(=O)CCCN(C)C)[C@H](C)CN([C@H](C)CO)C(=O)c2cc(NC(=O)c3ccccc3)ccc2O1	-10	-2	0	3	-15	-3	-7
COc1ccc(S(=O)(=O)N2CCOC23CCN(S(=O)(=O)c2cccs2)CC3)cc1	3	0	1	-13	7	6	-4
Cn1cnc(S(=O)(=O)N2C[C@@H](O)COC[C@@H]3O[C@@H](CC(=O)NCc4cc(F)cc(F)c4)CC[C@H]32)c1	0	1	5	-2	-6	3	14
CCC(=O)Nc1ccc2c(c1)OC[C@@H](C)N(C(=O)c1ccncc1)C[C@@H](C)[C@H](OC)CN(C)C2=O	3	-3	0	2	-2	-13	·
C#CCOCCOCCOCCNc1nc(N2CCOCC2)nc(N2CCN(C(=O)[C@H]([C@@H](C)CC)n3cc([C@@H](N)CO)nn3)CC2)n1	-12	5	-3	2	-14	2	0
COc1cccc(NC(=O)CN(C)C(=O)c2ccc(N3CCCCC3)c([N+](=O)[O-])c2)c1	3	4	1	-1	6	14	-1
CCOC(=O)CNC(=O)CNC(=O)c1ccc(OC(C)C)cc1	4	0	-5	·	-12	·	6
CCN(CC)c1ccc(NC(=O)c2nc3nc(C)cc(C(F)F)n3n2)cc1	-19	-1	4	3	-7	·	6
CSCC[C@H](NC(=O)[C@@H]1Cc2ccccc2CN1)C(=O)Nc1cccc(C)c1	·	-2	-3	·	-13	-7	-3
COc1cc(C(=O)N2CCC2(C)C(=O)O)cc(OC)c1OC (stereo not given)	4	7	3	·	4	2	-6
CN(C)/C=N/C1=C(C#N)C(c2ccc(Br)cc2)c2ccc3ccccc3c2O1 (stereo not given)	6	0	-4	-2	-14	-7	7
Cc1ccc(NC(CC(=O)c2ccccc2)C(=O)O)cc1Cl (stereo not given)	-14	-2	-4	-1	-125	-66	-2
O=C(NC(=S)Nc1ccc2c(c1)OCCO2)c1ccccc1	·	0	-3	18	·	7	·
COCCNC(=O)C(=O)NNS(=O)(=O)c1ccc2ccccc2c1	-1	-4	2	-1	-3	-1	-1
CCCOc1ccc(/C=N/NC(=O)c2nnn(-c3nonc3N)c2-c2cccs2)cc1OC	·	1	-2	-4	-14	16	?

An excerpt from above in order of formula weight, low to high.
SMILES	EWS-Fli inh	CASP6 VEID inh	SIRT5 inh	ARNT TACC3 PPI	PAX8 inh HTS	LGR2 inh	DENV2 CPE
O=C1CCCC/C1=C/NCc1ccccc1	·	·	·	-5	15	3	·
COc1cc(C(=O)N2CCC2(C)C(=O)O)cc(OC)c1OC (stereo not given)	4	7	3	·	4	2	-6
O=C(NC(=S)Nc1ccc2c(c1)OCCO2)c1ccccc1	·	0	-3	18	·	7	·
CCOC(=O)CNC(=O)CNC(=O)c1ccc(OC(C)C)cc1	4	0	-5	·	-12	·	6
COCCNC(=O)C(=O)NNS(=O)(=O)c1ccc2ccccc2c1	-1	-4	2	-1	-3	-1	-1
CCN(CC)c1ccc(NC(=O)c2nc3nc(C)cc(C(F)F)n3n2)cc1	-19	-1	4	3	-7	·	6
CSCC[C@H](NC(=O)[C@@H]1Cc2ccccc2CN1)C(=O)Nc1cccc(C)c1	·	-2	-3	·	-13	-7	-3
COc1cccc(NC(=O)CN(C)C(=O)c2ccc(N3CCCCC3)c([N+](=O)[O-])c2)c1	3	4	1	-1	6	14	-1
CN(C)/C=N/C1=C(C#N)C(c2ccc(Br)cc2)c2ccc3ccccc3c2O1 (stereo not given)	6	0	-4	-2	-14	-7	7
COc1cccc(-c2csc(N3CCN(C(=S)Nc4cccc(Cl)c4)CC3)n2)c1	-10	-1	-3	6	·	-34	-3
COc1ccc(S(=O)(=O)N2CCOC23CCN(S(=O)(=O)c2cccs2)CC3)cc1	3	0	1	-13	7	6	-4
CCCOc1ccc(/C=N/NC(=O)c2nnn(-c3nonc3N)c2-c2cccs2)cc1OC	·	1	-2	-4	-14	16	?
CCC(=O)Nc1ccc2c(c1)OC[C@@H](C)N(C(=O)c1ccncc1)C[C@@H](C)[C@H](OC)CN(C)C2=O	3	-3	0	2	-2	-13	·
Cn1cnc(S(=O)(=O)N2C[C@@H](O)COC[C@@H]3O[C@@H](CC(=O)NCc4cc(F)cc(F)c4)CC[C@H]32)c1	0	1	5	-2	-6	3	14
C[C@@H]1CCCCO[C@@H](CN(C)C(=O)CCCN(C)C)[C@H](C)CN([C@H](C)CO)C(=O)c2cc(NC(=O)c3ccccc3)ccc2O1	-10	-2	0	3	-15	-3	-7
C#CCOCCOCCOCCNc1nc(N2CCOCC2)nc(N2CCN(C(=O)[C@H]([C@@H](C)CC)n3cc([C@@H](N)CO)nn3)CC2)n1	-12	5	-3	2	-14	2	0
